# Assay outcomes from PubChem.
# GLP1R cytotox: qHTS of GLP-1 Receptor Inverse Agonists: Cytotox Screen. Potency, µM (highest dose often 38.3 µM), for inactives: top-dose activity change, negative = inhibition, actives largely listed as inhibitors. HEK293 cAMP-luciferase reporter cells, luminescence, 24 h. hit rate 0.13% among 410,000;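 also: loss of luciferase light is scored as toxicity; potency is read from the fitted curve at half-maximal effect; % is scaled to controls: 0 for no effect and ±100 for the full control effect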
#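 Step one: seed cells (200 cells/uL, DMEM with 10% Nu serum, 1% pen-strep). Step two: 12-hour incubation at 37 deg C. Step three: pin 23 nL compound, incubate 24 hr. Step four: add luciferase reagent, read luminescence 12 min later.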
# GLP-1R agonist: qHTS of GLP-1 Receptor Agonists | Potency, µM (series often up to 45.6 µM), for inactives: at the highest dose activation, usual class: activators | AID 624172, 2012 | hit rate 0.007% among 380,000 | Glucagon-like peptide 1 receptor (Homo sapiens), P43220 | HEK293 GLP-1R CRE-luciferase, luminescence, 4-6 h; cells express a hypersensitive GLP-1R form; also: potency is read from the fitted curve at half-maximal effect; % of control where 0% means no effect
# PTHR1 ag: qHTS for PTHR1 Agonists: Primary Screen | hit rate 0.075% among 410,000 | Parathyroid hormone/parathyroid hormone-related peptide receptor (Homo sapiens), Q03431 | AID 743266, 2014 | HEK293 GP2 PTHR1 cells, GloSensor cAMP luminescence, 1 h | Potency, µM (highest dose often 115 µM), for the others: at the highest dose activation, actives largely listed as activators; also: potency is read from the fitted curve at half-maximal effect; nearly all actives have a fitted effect of over 55% in size; some results filed as inactive show a strong effect at the top dose; inactives centre near -15; many of its hits are not listed in these tables
#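 HEK-293-derived GP2 cells expressing PTHR1 and a GloSensor cAMP reporter, 3,000/well, plated overnight, given luciferin plus IBMX (each 0.5 mM as added) for 1 h at 37 °C, then compound for 1 h at 37 °C. Luminescence was read after 15 min at room temperature.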
# GLP1R inv ag: qHTS of GLP-1 Receptor Inverse Agonists (Inhibition Mode) | HEK293 GLP-1R CRE-luciferase, luminescence, 24 h; GLP-1R form is constitutively active | Potency, µM (series often up to 38.3 µM), for the others: at the highest dose activity change, negative = inhibition, most hits filed as inhibitors | AID 624417, 2012 | hit rate 1.6% among 410,000; also: potency is read from the fitted curve at half-maximal effect; % is scaled to controls: 0 for no effect and ±100 for the full control effect; nearly all actives have a fitted effect of over 55% in size
#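 Stable HEK293 clone (constitutively active GLP-1R + cAMP-response luciferase); 200 cells/uL plated, 12 h pre-culture, compound 24 hr, 37 deg C/5% CO2; detection reagent 12 min RT; luminescence.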
# EPAC1 antagonist: qHTS for Antagonist of cAMP-regulated guanine nucleotide exchange factor 3 (EPAC1): primary screen; EPAC1 GEF assay, Rap1b-BODIPY-GDP exchange fluorescence; Potency, µM (top dose mostly 115 µM), for inactives: at the top dose activity change, negative = inhibition, usual class: inhibitors; hit rate 0.14% among 360,000; AID 720709, 2013;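 also: potency is read from the fitted curve at half-maximal effect; plate controls were vehicle for no effect and positive control for full effect; nearly all actives have a fitted effect of over 50% in size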
# Target sequence (O95398 whole entry, looked up): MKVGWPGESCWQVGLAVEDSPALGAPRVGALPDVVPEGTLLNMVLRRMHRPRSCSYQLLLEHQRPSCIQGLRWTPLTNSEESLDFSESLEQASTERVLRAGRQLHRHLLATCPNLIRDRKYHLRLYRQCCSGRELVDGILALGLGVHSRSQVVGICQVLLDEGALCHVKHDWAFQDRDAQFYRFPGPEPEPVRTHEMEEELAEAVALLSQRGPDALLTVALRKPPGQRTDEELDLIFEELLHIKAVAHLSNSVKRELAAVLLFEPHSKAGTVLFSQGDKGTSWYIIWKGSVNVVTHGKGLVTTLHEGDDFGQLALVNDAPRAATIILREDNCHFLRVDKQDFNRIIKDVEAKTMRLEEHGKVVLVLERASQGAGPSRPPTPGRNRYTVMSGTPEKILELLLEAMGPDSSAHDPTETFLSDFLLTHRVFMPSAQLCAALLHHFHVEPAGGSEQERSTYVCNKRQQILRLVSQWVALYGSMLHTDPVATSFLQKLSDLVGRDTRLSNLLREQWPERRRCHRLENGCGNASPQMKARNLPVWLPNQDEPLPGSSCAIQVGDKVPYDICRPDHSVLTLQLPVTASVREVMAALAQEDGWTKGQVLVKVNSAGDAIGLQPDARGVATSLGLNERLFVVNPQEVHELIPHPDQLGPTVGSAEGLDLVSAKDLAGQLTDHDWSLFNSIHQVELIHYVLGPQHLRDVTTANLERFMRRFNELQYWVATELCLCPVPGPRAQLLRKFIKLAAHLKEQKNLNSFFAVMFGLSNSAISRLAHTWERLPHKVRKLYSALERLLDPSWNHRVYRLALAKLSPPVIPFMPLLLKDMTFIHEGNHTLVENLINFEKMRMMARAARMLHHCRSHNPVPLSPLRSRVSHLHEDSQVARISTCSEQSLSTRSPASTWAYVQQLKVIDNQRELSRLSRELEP
# PI5P4Ka inh: qHTS for Inhibitors of phosphatidylinositol 5-phosphate 4-kinase (PI5P4K); max response, %; hit rate 1.2% among 330,000; PI5P4Kalpha enzyme, ADP-Glo luminescence, 60 min; stronger effect = lower value; active = max response of -50% or lower; inconclusive = between -30% and -50%; inactive = -30% or higher; also: value at the top dose of about 77 µM; % is scaled to controls: 0 for no effect and ±100 for the full control effect
#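 Enzyme plus substrate dispensed, test compounds pinned in, then ATP (5 microM final) added. After 60 min at RT, ADP-Glo reagent 1 for 45 min and reagent 2 for 30 min preceded luminescence imaging.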
# IL2 activator: qHTS of IL-2 Activators; IL-2 activation reporter assay, cell-based qHTS; stimulated with anti-CD3/CD4/CD28 beads; in transgenic mouse T cells; activation, % (series mostly up to about 46 µM); hit rate 0.065% among 360,000; in the data active = activation above about 50%; inconclusive = mostly about 30% to 49%; also: 0% is about no effect
#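 Screening format: compound pinned onto unstimulated transgenic mouse T cells, 60 min incubation, then anti-CD3/anti-CD4/anti-CD28 bead stimulation for 18 hours at 37 degrees C, followed by EGFP and DsRed detection.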
# EPAC1 agonist: qHTS for Agonist of cAMP-regulated guanine nucleotide exchange factor 3 (EPAC1): primary screen; EPAC1 agonist qHTS, biochemical assay; response scale: 100% = response to 6.5 mM cAMP; Potency, µM (titrated, usually from 154 µM), for the others: top-dose activation, actives largely listed as activators; Rap guanine nucleotide exchange factor 3 (Homo sapiens), O95398; hit rate 0.073% among 360,000; also: potency is read from the fitted curve at half-maximal effect; nearly all actives have a fitted effect of over 60% in size
#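 Read-out is the fluorescence drop as BODIPY-GDP leaves Rap1B (480 nm excitation, 540 nm emission), recorded every 5 minutes over 30 minutes. Reactions held 100 nM EPAC1, 250 nM Rap1B–BODIPY-GDP and 50 uM GDP, with 6.5 mM cAMP setting full activation.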
# PLK1 PBD inh: qHTS for Inhibitors of PLK1-PDB (polo-like kinase 1 - polo-box domain): Primary Screen | Serine/threonine-protein kinase PLK1 (Homo sapiens), P53350 | Plk1 PBD binding of FITC phosphopeptide, fluorescence polarization | Potency, µM, inactives show max response, negative = inhibition, most hits filed as inhibitors | hit rate 2.8% among 360,000; also: potency is read from the fitted curve at half-maximal effect; series mostly up to about 57 µM; % is scaled to controls: 0 for no effect and ±100 for the full control effect; nearly all actives have a fitted effect of over 65% in size
# Active calls of the source: *; i = inactive; ? = inconclusive; / = not tested or not shown; [ ] = remark or other dose. Unless noted, calls follow the shape of the dose curve; as a rule, active = well fitted curve in the direction sought with a large enough effect; inconclusive = small, poorly fitted or top-dose-only effect, or another doubt; inactive = no such curve, though single readings can be large; an effect the other way counts as inactive or inconclusive.
# Every second line gives: GLP1R cytotox, PI5P4Ka inh, PTHR1 ag, IL2 activator, PLK1 PBD inh, EPAC1 antagonist, EPAC1 agonist, GLP-1R agonist, GLP1R inv ag
Clc1nssc1=Nc1ccccc1
    13%[0.307 µM], -57*, -45%[inhibitor], -0.8, 2.4µM*, -3%, 5%, ?, 1%[0.307 µM]
O=C(c1ccco1)N1CCN(C(=O)c2cccs2)CC1
    5%, /, -12%[57.5 µM], 0.9, -2%, -2%, 4%, 1%, 0%
CC(C)(SC(=S)N1CCOCC1)C(=O)O
    6%, -7, -6%[57.5 µM], 0.8, -17%, -4%, 6%, 3%, 5%
Oc1ccc(C=NCC2COc3ccccc3O2)cc1 (stereo not drawn)
    4%, /, i, -1.5, -2%, 8%, 5%, -3%, ?
CN(C)CCNc1ncnc2sc(-c3ccccc3)cc12
    27%, 8, -12%, -5.2, -5%, -21%, 2%, -1%, ?
Cc1cccc(NS(=O)(=O)c2ccc(C(C)(C)C)cc2)n1
    3%, -1, -26%, -0.1, -5%, -10%, 1%, 12%, 19%
Cc1cc(C)cc(OCC(=O)N2CCN(c3ncccn3)CC2)c1
    9%, 1, i, 0.9, -3%, -7%, 2%, 0%, 5%
O=C(CCCn1c(SCc2ccccc2F)nc2ccccc2c1=O)NCC1CCCO1 (stereo not drawn)
    -6%, 0, -15%, -3.0, -11%, -1%, 4%, -3%, ?
CC1(C)CC(=O)C(C=NCc2ccccn2)=C(O)C1
    0%, /, 22%, 5.1, -9%, -7%, 10%, 0%, -4%
Cn1c2c(c(=O)[nH]c1=O)C(NC(=O)c1ccco1)(C(F)(F)F)C(=O)N2 (stereo not drawn)
    -6%, -15, i, 0.5, -3%, -6%, -12%, -5%, 0%
O=C(O)/C=C/C(=O)Nc1ccc(OC(F)(F)F)cc1Br
    0%, 1, i, -1.7, -3%, 2%, -7%, -2%, -17%
Cc1ccc(Cc2c(-c3cccc(Br)c3)nc3cc(C)c(Br)c(C)n23)cc1
    -10%, 15, -11%, 2.9, 3%, -4%, 0%, 2%, ?
CC(C)CNS(=O)(=O)c1cc(C(=O)OCC(=O)N2CCOCC2)c(Cl)cc1Cl
    -15%, -1, i, -0.2, 0%, 5%, 4%, 13%, -3%
Cc1cc2[nH]c3c4ccccc4nc(C)c3c2cc1C
    ?, -52*, i, -4.4, 1%, -15%, -3%, -6%, ?
O=C(c1cccs1)N1CCN=C1SCc1cccc(F)c1
    -3%, 4, -25%, 0.0, -10%, -11%, -10%, 9%, 1%
O=C(O)C1=CC[C@@H](c2ccc(Cl)cc2)N(S(=O)(=O)c2ccc(Cl)cc2)[C@H]1c1ccc(Br)cc1
    -25%, -28, -39%, -0.8, 27µM*, ?, -7%, -4%, ?
CCCCNC(=O)C1(C)CCCCCN1Cc1cc2ccccc2o1 (stereo not drawn)
    3%, 0, 7%, -0.6, 1%, -5%, -7%, -6%, ?
Cn1nc(C(C)(C)C)cc1NC(=O)C1(C)CCN1C(=O)C1(c2ccccc2)CCCC1 (stereo not drawn)
    4%, 2, i, 0.3, -8%, -8%, -8%, 25%, ?
COc1ccc(N2CCN(CCNC(=O)Nc3ccc(C)cc3Cl)CC2)cc1
    -2%, 3, i, -0.3, 0%, -1%, 8%, 7%, ?
O=C(C1CCN(Cc2ccc(F)cc2)CC1)N1CCN(C/C=C/c2ccccc2)CC1
    -22%, -4, -22%, 0.0, -9%, 9%, -1%, 7%, ?
COc1cc(C(=O)Nc2ccc(S(=O)(=O)N(C)c3ccccc3)cc2)cc(OC)c1OC
    -16%, -5, -3%, -6.2, 2%, -13%, 21%, 0%, ?
Cc1cc(C)cc(NC(=S)NCC2CCN(C(C)c3ccccc3)C2)c1 (stereo not drawn)
    -28%, -5, i, -0.3, -5%, -2%, 10%, 7%, 10µM*
O=C(Cc1ccc(Br)cc1)N1CCCC1
    -5%, -6, i, 1.8, -7%, -2%, 0%, -4%, 13%
CC(OC(=O)c1ccco1)C(=O)NCc1ccc2c(c1)OCO2 (stereo not drawn)
    -5%, -3, i, 1.9, -11%, -13%, -5%, 5%, -16%
CC1(C)SC2c3ccccc3C(=O)N2[C@@H]1C(=O)NC1CC1 (stereo partly drawn)
    19%, -9, i, -2.2, -11%, 15%, -1%, -7%, 28%
COC(=O)C(C(=O)OC)C1CCCCC1NS(=O)(=O)c1ccc(C)cc1 (stereo not drawn)
    12%, -3, -22%, -0.2, -5%, -19%, 7%, /, 15%
COC(=O)C(CC(=O)c1ccc(C)cc1)n1cccn1 (stereo not drawn)
    -2%, 0, -25%, 0.3, -9%, -2%, -1%, 16%, 12%
O=C(Oc1ccc(-c2ccccc2)cc1)c1ccco1
    2%, 10, i, 0.0, 4%, -15%, -9%, 15%, 30%
CN(C(=O)CCCN1C(=O)c2ccccc2C1=O)C1CCCCC1
    -13%, -3, -28%, -1.5, -2%, 7%, -2%, -1%, 2%
CC(C(=O)Nc1cccc([N+](=O)[O-])c1)n1nnc2ccccc21 (stereo not drawn)
    -18%, 0, -11%, 1.2, -4%, -15%, 0%, 3%, 1%
Cc1occc1C(=O)N1CCN(c2ncccn2)CC1
    -5%, -6, -3%[57.5 µM], 0.3, 2%, 12%, 2%, -13%, -21%
CCC(C(=O)NC(C)(C)C)N(Cc1ccc(F)cc1)C(=O)c1snc(C(N)=O)c1N (stereo not drawn)
    10%, 5, i, 0.7, -11%, ?, -8%, 8%, -17%
C=CCC[C@H](Cc1ccc(F)cc1)C(=O)OC[C@@H](Cc1c[nH]c2ccccc12)NC(=O)[C@@H](CC=C)CC(=O)N(CCO)Cc1ccccc1
    ?, 10, i, -0.9, -4%, -28%, -5%, -5%, ?
COCc1ccccc1C1=CC(=O)C[C@H](c2ccc(F)cc2)C1
    6%, -6, -24%, 0.4, -16%, -11%, -18%, 9%, -8%
O=c1cc(O)n(C2CCCCCC2)c(=O)[nH]1
    1%, -20, i, -0.8, -19%, -6%, -17%, -4%, -5%
CCCN(CCC)C(=O)CSc1c2c(nc3ccc(Cl)cc13)CCCC2
    -19%, /, -34%[inhibitor], /, /, /, /, -5%, ?
O=C(COC(=O)CCc1nc2ccccc2c(=O)[nH]1)NC1CCS(=O)(=O)C1 (stereo not drawn)
    1%, 4, ?, 2.6, 4%, -22%, -7%, -9%, 6%
Cc1c(S(=O)(=O)N2CCN(c3cccc(C(F)(F)F)c3)CC2)c(=O)n(C)c(=O)n1C
    14%, 0, i, -0.7, -10%, -6%, -7%, 0%, 2%
O=[N+]([O-])c1ccccc1S(=O)(=O)Nc1ccc(-c2ccc(N3CCOCC3)nn2)cc1
    3%, -6, -20%, 0.5, -4%, -1%, 8%, 7%, 41%
Cc1ccc2oc(=O)c3cc(C(=O)NCCCOC(C)C)sc3c2c1
    7%, /, -48%[inhibitor], /, /, /, /, 0%, 0%
CCOc1cc(/C=C(\C(=O)O)c2ccc(S(=O)(=O)N3CCCC3)s2)ccc1OC
    14%, 0, ?, -0.2, -14%, -26%, 3%, -2%, 48%[activator]
CC(C(=O)N1CCCCC1)N1C(=O)c2ccccc2C1=O (stereo not drawn)
    4%, -8, i, 1.9, -16%, 5%, -2%, 11%, 5%
NC(=O)c1ccsc1NC(=O)CSc1nnc2ccccn12
    9%, ?, -18%, 7.6, -20%, -6%, -13%, -2%, 18%
COc1ccc(C(CC(=O)O)NS(=O)(=O)c2ccc(C)cc2)cc1 (stereo not drawn)
    4%, /, -3%[57.5 µM], -0.7, -8%, -2%, 14%, 7%, ?
CCOC(=O)COc1ccccc1/C=C1/NC(=O)NC1=O
    -6%, 7, 1%, -0.4, -3%, 0%, 1%, 0%, 20%
O=C(Nc1ccc(S(=O)(=O)N2CCCCC2c2cccnc2)cc1)c1ccccc1F (stereo not drawn)
    -21%, -2, -19%, -2.4, -2%, -5%, 12%, 27%, ?
CC(C)CC(=O)Nc1nnc2n1CCS2
    1%, /, i, /, /, /, /, -1%, -6%
Cc1nnc(Nc2ccc3c(c2)ncn3C)c2ccccc12
    -7%, -1, -9%[57.5 µM], -3.0, -8%, -3%, -3%, 0%, 6%
O=C(Nc1cc(Cl)ccc1N1CCOCC1)c1ccc2c(c1)OCCO2
    8%, 15, -16%, -2.8, 8%, -1%, 15%, 9%, ?
Cc1nn(-c2ccccc2)c(C)c1C(=O)OCC(=O)NC12CC3CC(CC(C3)C1)C2
    -7%, /, -9%[57.5 µM], -1.8, -3%, -6%, 16%, 12%, ?
CC(=O)N[C@@H](Cc1ccc(O)cc1)CN1C(N)=NC[C@@H]1CC(C)C
    ?, -3, -11%, -0.2, -11%, -1%, 2%, 0%, 6%
CC1CCN(c2ccccc2NC(=O)c2cc([N+](=O)[O-])ccc2N2CCOCC2)CC1
    -7%, 10, -66%[inhibitor], -3.9, 0%, 11%, 1%, -1%, ?
NC(=S)Nc1c(Cl)cccc1Cl
    -11%, 1, i, 2.4, -7%, -20%, 6%, 10%, 6%
CCCn1c(CN(C)Cc2ccccc2)nc2c1c(=O)n(C)c(=O)n2C
    -11%, 6, -11%[57.5 µM], -4.8, -3%, -3%, -2%, 9%, 6%
COc1ccc(OCC2CCCN(Cc3nc(CC4CC4)no3)C2)cc1 (stereo not drawn)
    6%, 4, -13%, -0.5, -19%, 7%, 2%, 23%, ?

# Results in GLP-1R agonist (2 entries from above):
SMILES	GLP-1R agonist
O=C(Nc1ccc(S(=O)(=O)N2CCCCC2c2cccnc2)cc1)c1ccccc1F (stereo not drawn)	27%
NC(=S)Nc1c(Cl)cccc1Cl	10%

# Some of the compounds tested; the hit share may differ from the screen's.
